BoNT A protease: BoNT/A light chain protease inhibitors, primary screen, biochemical, flow cytometry, MLPCN library | Botulinum neurotoxin type A light chain protease (Clostridium botulinum A str. ATCC 3502) | inhibition, % at 10 µM | actives 0.17% (n = 360,000) | AID 588499, 2011 | multiplex microsphere protease substrate cleavage; note: plate controls were buffer without enzyme for full effect and enzyme alone for no effect
Mtb FBA inh: Mtb FBA enzyme inhibitors, primary screen, biochemical, fluorescence, strain H37Rv; inhibition, % at 1 µM; actives 2.3% (n = 360,000); purified M. tuberculosis FBA, fluorescence read-out; in the data active = inhibition above about 27%;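 note: 0% = vehicle and 100% = reference inhibitor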
Target sequence (P9WQA3 whole entry, looked up): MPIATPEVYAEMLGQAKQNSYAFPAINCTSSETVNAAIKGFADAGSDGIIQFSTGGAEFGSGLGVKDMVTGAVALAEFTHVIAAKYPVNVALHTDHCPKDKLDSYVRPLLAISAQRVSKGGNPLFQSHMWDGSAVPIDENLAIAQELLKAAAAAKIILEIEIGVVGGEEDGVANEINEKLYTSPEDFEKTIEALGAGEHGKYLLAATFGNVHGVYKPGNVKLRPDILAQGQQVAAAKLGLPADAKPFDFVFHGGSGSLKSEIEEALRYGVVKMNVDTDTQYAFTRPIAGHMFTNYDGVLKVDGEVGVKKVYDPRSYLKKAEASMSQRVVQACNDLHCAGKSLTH
Anthrax LF inh2: Bacillus anthracis LF protease inhibitors, primary screen, biochemical, multiplex microsphere, MLPCN library. Lethal factor (Bacillus anthracis), P15917. multiplex microsphere protease cleavage assay. inhibition, % at 10 µM. actives 0.12% (n = 360,000); note: plate controls were buffer without enzyme for full effect and enzyme alone for no effect
PfHsp40 yeast: rescue of yeast from PfHsp40 toxicity, primary screen, S. cerevisiae, ATP luminescence; S. cerevisiae expressing PfHsp40, growth rescue; growth rescue, % at 12.5 µM; actives 0.68% (n = 340,000); in the data active = growth rescue above about 28%, passing the limit was not always enough; inconclusive = no clear call, values can overlap the other calls;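 note: yeast W303a lacking pdr1 and pdr3 grown in galactose medium; growth measured after three days at 30 °C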
Mtb BioA inh: M. tuberculosis BioA enzyme inhibitors, primary screen, biochemical, plate reader, single point, HTS | 7,8-diaminopelargonic acid synthase BioA (Mycobacterium tuberculosis) | purified M. tuberculosis BioA enzyme | inhibition, % at 9.99 µM | actives 0.096% (n = 360,000); in the data active = inhibition above about 40%; inconclusive = no clear call, values can overlap the other calls
BoNT-F LC inh: BoNT/F light chain protease inhibitors, primary screen, biochemical, flow cytometry, MLPCN library; Multiplex microsphere protease cleavage assay; actives 0.22% (n = 360,000); inhibition, % at 10 µM; Botulinum neurotoxin type F light chain protease (Clostridium botulinum); AID 588497, 2011; in the data active = inhibition above about 35%, passing the limit was not always enough; inconclusive = no clear call, values can overlap the other calls; note: plate controls were buffer without enzyme for full effect and enzyme alone for no effect
GDH-TPI inh: GDH-TPI coupling enzyme inhibitors, primary screen, artefact control for M. tuberculosis FBA inhibitor project, biochemical, absorbance, full deck. GDH-TPI coupled enzyme counterscreen, NADH absorbance. inhibition, % at 4.8 µM. actives 1.2% (n = 360,000); in the data active = inhibition above about 30%;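 note: 0% = DMSO wells and 100% = wells lacking the enzyme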
FadD28 binding: inhibitors of FadD28 bisubstrate probe binding, primary screen, biochemical, fluorescence polarization, single point | Mycobacterium tuberculosis FadD28 fatty-acid-AMP ligase | inhibition, % at 12.5 µM | actives 0.22% (n = 360,000); in the data active = inhibition above about 8.5%, passing the limit was not always enough; inconclusive = no clear call, values can overlap the other calls
Mtb UGM inh: M. tuberculosis UGM enzyme inhibitors, primary screen, biochemical, fluorescence polarization, single point. purified UGM, fluorescence polarization probe displacement. UDP-galactopyranose mutase (Mycobacterium tuberculosis (strain ATCC 25618 / H37Rv)), …. actives 0.06% (n = 320,000). inhibition, % at 10 µM; in the data active = inhibition above about 10%, passing the limit was not always enough; inconclusive = no clear call, values can overlap the other calls
Target sequence (P9WIQ1 whole entry, looked up): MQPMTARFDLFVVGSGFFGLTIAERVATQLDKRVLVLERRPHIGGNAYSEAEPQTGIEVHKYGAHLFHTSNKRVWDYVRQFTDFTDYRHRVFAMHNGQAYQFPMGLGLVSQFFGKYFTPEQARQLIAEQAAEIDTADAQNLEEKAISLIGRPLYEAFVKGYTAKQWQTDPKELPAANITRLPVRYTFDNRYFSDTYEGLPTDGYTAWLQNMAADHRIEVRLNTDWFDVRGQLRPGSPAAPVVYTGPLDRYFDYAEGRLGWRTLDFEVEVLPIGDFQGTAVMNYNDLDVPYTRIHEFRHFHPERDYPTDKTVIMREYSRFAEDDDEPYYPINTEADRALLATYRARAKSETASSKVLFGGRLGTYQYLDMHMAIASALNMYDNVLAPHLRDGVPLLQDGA
* marks the source's active call; other numbers are inactive results; ? = inconclusive; . = not tested or not shown. Cut-off read from the data, not from the text of the source, unless noted: active = inhibition above about 30%; inconclusive = no clear call, values can overlap the other calls; inactive = below that.

Results follow in this order: BoNT A protease, Mtb FBA inh, Anthrax LF inh2, PfHsp40 yeast, Mtb BioA inh, BoNT-F LC inh, GDH-TPI inh, FadD28 binding, Mtb UGM inh
- COc1ccc(NC(=S)Nc2ncccc2C)cc1OC
  0.6, 2, 0, 0.8, ., -6, -1, 2.1, -1.3
- Cc1ccc(Oc2ncnc3sccc23)cc1
  -0.3, -2, -2, -0.9, ., -8, -1, -3.7, 2.4
- COc1ccc(S(=O)(=O)/C(C#N)=C/Nc2cccc(OC)c2)cc1
  -3.2, 1, 2, -0.4, 0.0, -5, 18, -0.3, -2.1
- Nc1ccc2c3c(ccc([N+](=O)[O-])c13)CC2
  -0.3, -3, -6, ., 0.1, -9, 11, 0.5, .
- C/C(=N\N=c1/scc(C)n1Cc1ccco1)c1cccc([N+](=O)[O-])c1
  -0.1, 2, -3, 0.6, ., -7, 7, -0.2, -2.4
- CSc1ccc(C(=O)N2CCc3ccc(NC(=O)c4ccccn4)cc3C2)cc1
  -3.7, 7, 4, -0.8, -2.3, 5, 13, ., 1.4
- O=C(CSc1nnc(NC(=O)c2ccccc2F)s1)NCC1CCCO1 (stereo unspecified)
  1.4, -2, -1, -0.5, -1.2, 6, 11, -1.0, -0.8
- O=C(NNS(=O)(=O)c1ccccc1Cl)C1COc2ccccc2O1 (stereo unspecified)
  1.7, 0, 0, 0.0, -3.7, -7, -3, ., -2.8
- Cn1c(NC(=O)CC2CCCCC2)cc(=O)n(C)c1=O
  -0.2, -1, -5, -0.5, 0.5, -5, 2, -3.3, -5.7
- CCNC(=O)C1CCCN(C(=O)c2cc(F)ccc2C)CC1 (stereo unspecified)
  0.4, 0, -2, ., -0.8, 4, -3, -1.8, .
- Cc1ccc(NC(=O)C2CCN(S(=O)(=O)c3c(C)n[nH]c3C)CC2)c(C)c1
  -0.5, 4, -1, -0.1, -1.8, 3, 6, -0.4, -0.4
- CNC(=O)c1nnn(Cc2ccccc2)c1NC(C)=O
  1.7, 1, 0, 0.9, -1.5, -2, -4, -5.1, -2.2
- Cc1cc(Br)ccc1NC(=O)CN(C)C(=O)c1cc([N+](=O)[O-])ccc1N1CCOCC1
  4.2, -2, 3, -2.4, -0.6, -8, 5, -2.4, -1.3
- COCCCNC(=O)CCc1c(C)c2cc3c(C)coc3cc2oc1=O
  -2.2, 14, 20, 0.9, -1.7, 1, 6, ., -2.3
- CC(C)Oc1ccc(S(=O)(=O)N2CCCCC2)cc1NC(=O)CN1C(=O)NC(C)(c2ccccc2)C1=O (stereo unspecified)
  -1.1, -3, 0, 1.1, -0.9, -2, 0, -2.3, -1.1
- O=C(NC1CCCCC1)Oc1cc2oc(=O)sc2cc1Cl
  -0.1, -3, -11, 15, ., -10, 6, 0.2, -1.9
- Cc1ccc(CNCC(O)(c2ccccc2)c2ccc(F)cc2)cc1 (stereo unspecified)
  -1.9, 1, -10, 0.2, ., -18, 13, -0.7, -2.3
- CC(C)S(=O)(=O)c1csc(C(=O)NN)c1-n1cccc1
  ?, -2, -6, 0.3, ., ., 1, -0.7, -2.5
- CC(NC(=O)C1CCCN(S(=O)(=O)c2cccs2)C1)c1ccccc1 (stereo unspecified)
  -0.8, 0, 3, 1.0, 0.9, -7, 0, -1.1, 0.3
- CCc1ccc(C(=O)c2oc3nc(C)cc(C)c3c2N)cc1
  -2.6, 7, -5, 3.5, 1.1, -3, 9, -1.9, -1.1

A different layout for part of the listing above:
Molecule | BoNT A protease | Mtb FBA inh | Anthrax LF inh2 | PfHsp40 yeast | Mtb BioA inh | BoNT-F LC inh | GDH-TPI inh | FadD28 binding | Mtb UGM inh
Cc1ccc(NC(=O)C2CCN(S(=O)(=O)c3c(C)n[nH]c3C)CC2)c(C)c1 | -0.5 | 4 | -1 | -0.1 | -1.8 | 3 | 6 | -0.4 | -0.4
CCc1ccc(C(=O)c2oc3nc(C)cc(C)c3c2N)cc1 | -2.6 | 7 | -5 | 3.5 | 1.1 | -3 | 9 | -1.9 | -1.1

Following part.
Results follow in this order: BoNT A protease, Mtb FBA inh, Anthrax LF inh2, PfHsp40 yeast, Mtb BioA inh, BoNT-F LC inh, GDH-TPI inh, FadD28 binding, Mtb UGM inh
- CCOC(=O)C1CCCN(c2c(NCCc3ccc(S(N)(=O)=O)cc3)c(=O)c2=O)C1 (stereo unspecified)
  -0.4, -1, -2, -0.8, -1.1, -2, 13, -2.4, 0.0
- CCN1C(=O)S/C(=C/c2ccsc2)C1=O
  -0.4, -2, 2, 0.3, 0.0, -10, 39*, -0.5, -2.4
- O=C(COC(=O)c1nc(Cl)c(Cl)c(Cl)c1Cl)NCc1ccccc1
  -1.0, 2, -14, -0.9, -0.5, -6, 2, -1.8, .
- Cc1ccc2cc(C#N)c(NCc3ccccc3)nc2c1
  1.7, 32*, 2, 0.2, ., -7, 2, -4.8, 2.0
- O=C(Nc1cccc(NC(=O)c2cccs2)c1)c1ccc(Br)cc1
  ., -2, ., 0.9, 1.7, ., 9, 0.4, -0.1
- O=C(O)C1CCCCC1C(=O)Nc1ccc(F)cc1F (stereo unspecified)
  4.9, 2, -3, 0.5, -1.5, 3, 0, 0.4, -2.2
- CC(NCc1cccc(Cl)c1Cl)C(O)c1ccccc1 (stereo unspecified)
  -1.1, -1, -4, 0.2, 0.6, -2, 3, -4.2, 0.6
- O=C(C1CC(=O)N(c2ccc(F)cc2)C1)N1CCC(c2nc3ccccc3[nH]2)CC1 (stereo unspecified)
  -0.9, 3, 4, 0.2, ., -5, -8, 0.5, .
- CC1(C)COC(c2cccn2Cc2ccccc2Cl)=N1
  0.6, -10, 1, -1.8, -1.9, 3, 13, -1.9, -2.4
- Oc1ccc(Br)cc1/C=N/n1c(C2CCCCC2)n[nH]c1=S
  -0.5, 1, 13, 6.6, 1.5, -4, -5, 16*, -1.3
- CC1CCN(C(=O)COC(=O)/C=C/c2ccc([N+](=O)[O-])cc2)CC1
  -0.8, -2, -8, 0.6, 0.3, -1, 6, -2.6, 0.5
- COc1ccc(CCCNC(=O)C2Cc3c(-c4cccc(C(C)=O)c4)ccnc3O2)cc1 (stereo unspecified)
  1.3, 2, 0, ., 0.3, 4, 11, -1.0, .
- Fc1cccc(NC(=S)NNc2ccccc2)c1
  0.0, -1, 1, -1.2, 2.2, 1, 3, -0.2, -1.6
- CC(C(=O)Nc1ccccc1F)N1CCN(S(=O)(=O)c2ccc(C(F)(F)F)cc2)CC1 (stereo unspecified)
  ., -2, ., 6.3, -0.6, ., 0, -0.7, .
- O=C(CS(=O)CC(=O)Nc1cnc2ccccc2c1)Nc1ccc(Cl)cc1 (stereo unspecified)
  0.5, -5, 15, 1.5, -1.1, -12, -8, -4.3, 1.1
- COc1ccccc1-c1ccc(/C=C2\C=CC(=O)O2)o1
  9.4, -5, 3, -0.3, -2.8, ?, -3, 0.5, 1.5
- O=C(O)C1CCCN1S(=O)(=O)c1cc(Cl)ccc1Cl (stereo unspecified)
  1.7, -1, 3, 0.8, -1.3, 10, 5, -3.0, 0.6
- CCOC(=O)C(=CNc1cc(C)nn1-c1ccc(C)cc1)C(=O)OCC
  0.4, -3, 2, 0.7, 0.0, -4, 20, -1.1, -0.9
- O=C(Cc1csc(Nc2nc(=S)[nH]c3ccccc23)n1)NCc1ccc(Cl)cc1
  -1.0, 0, 0, -1.2, -2.6, -1, 6, -1.4, 2.5
- O=[N+]([O-])c1ccc2c(c1)/C(=N\O)c1ccccc1-2
  -0.3, -2, 24, 7.1, -0.2, ?, 13, -2.9, 0.6
- CCCc1[nH]n(-c2nc3ccccc3s2)c(=O)c1C=NCC1CCCO1 (stereo unspecified)
  4.8, 0, -6, 0.7, 3.9, 6, 14, -2.4, 4.0
- Cc1ccc2nc(C(C)(C)C)c(Cc3cccc(F)c3)n2c1
  0.4, 36*, 3, ., 5.7, -8, ., -9.0, .
- COC(=O)N/N=C/c1ccc(OS(=O)(=O)c2ccc(C)cc2)c(OC)c1
  -1.6, -2, -2, -0.2, ., -13, 20, -3.3, 0.0
- COc1ccc(C)cc1NC(=O)CN1C(=O)C2CC=CCC2C1=O (stereo unspecified)
  -5.4, -1, -3, -0.5, 0.0, -4, 2, -0.8, 0.4
- Cc1nc2ccc(CCO)cc2s1
  0.3, 5, 4, 0.4, ., -2, -12, -3.3, 1.2
- O=C(NCCC1CCCC1)C1CCC(=O)N(CCCN2CCCC2=O)C1 (stereo unspecified)
  -1.4, 0, -8, 0.0, -0.5, 6, 6, -0.6, 1.1
- CCc1ccc2nc(NC(=O)C3CSC4(C)CCC(=O)N34)sc2c1 (stereo unspecified)
  1.1, 2, -2, 3.1, -0.5, 18, 8, -0.7, 0.2
- c1ccc(-c2nc3c4ccccc4ccn3c2Cc2ccsc2)cc1
  1.2, 6, -1, ., -1.5, -1, ., -3.9, .
- Cc1cc(C)cc(C(=O)O/N=C(\N)c2ccc(Br)cc2)c1
  5.4, 0, -12, 0.7, 0.8, 6, -4, 0.5, 2.1
- Cc1cc2cc(C)c(NCCNC(=O)c3ccccc3Cl)nc2cc1C
  0.1, 4, -1, -1.1, -0.9, -1, 14, 0.8, 0.5
- O=C(CNC(=O)c1cccc([N+](=O)[O-])c1)OCCCC(=O)c1ccc(F)cc1
  -0.3, -2, -4, 0.1, 5.2, -5, -2, -3.5, -0.2
- COc1ccc2c(C)nc(N/C(N)=N/S(=O)(=O)c3ccc(C)cc3)nc2c1
  0.9, 9, -10, -0.8, ., 2, 7, -0.9, 0.6
- CCCOc1ccc(/C(O)=C2/C(=O)C(=O)N(CCN(C)C)C2c2ccco2)cc1 (stereo unspecified)
  0.3, -2, -2, -0.8, 0.2, -4, -3, -2.4, -1.1
- Cc1ccc(S(=O)(=O)N2CCCCC2)cc1C(=O)NCCN1CCOCC1
  -0.1, -2, -2, -1.7, -1.9, -2, -2, -4.0, -1.7
- Cn1c(Nn2cnnc2)nc2ccccc21
  -0.4, 0, -2, 0.5, -0.2, 1, -2, -4.4, -0.1
- O=C1CSC(c2ccccc2)N1Cc1ccccc1 (stereo unspecified)
  -39, 0, -32, -1.2, 0.4, ?, -6, -1.4, 1.2

Pulled by structure from the entries so far, two records:
Results follow in this order: BoNT A protease, Mtb FBA inh, Anthrax LF inh2, PfHsp40 yeast, Mtb BioA inh, BoNT-F LC inh, GDH-TPI inh, FadD28 binding, Mtb UGM inh
- Cc1ccc2nc(C(C)(C)C)c(Cc3cccc(F)c3)n2c1
  0.4, 36*, 3, ., 5.7, -8, ., -9.0, .
- c1ccc(-c2nc3c4ccccc4ccn3c2Cc2ccsc2)cc1
  1.2, 6, -1, ., -1.5, -1, ., -3.9, .

Screens deposited in PubChem BioAssay by several laboratories.

Hits appear at their usual frequency. About 4.7% of those tested had a hit in this group.
